High-throughput results (PubChem BioAssay)
Salmonella PhoP GFP: Inhibition of PhoP regulon, Salmonella typhi GFP reporter cells, confirmation, 4 h (AID 1850); Salmonella Typhi PhoP-promoter GFP reporter, fluorescence, 4 h; higher % means a stronger effect; inhibition, % at 50 µM; hits with a dose series show IC50 in µM; actives 0.33% (n = 310,000); in the data active = a potency from the dose series; inconclusive = inhibition mostly from about 25% at the one dose, without a potency; inactive = the rest, 99 in 100 with inhibition below about 19%;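 note: 0% = induced wells with vehicle and 100% = uninduced wells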
influenza NS1A: H1N1 influenza NS1A inhibitors, functional cell based assay (AID 504329); NS1A functional cell-based assay, percent inhibition; higher % means a stronger effect; one-dose inhibition, % at 12.5 µM; IC50 in µM for titrated hits; actives 0.3% (n = 340,000); in the data active = a potency from the dose series; inconclusive = inhibition above about 27% without an active follow-up result; note: strong numbers were not always called active
H37Rv inhibition: M. tuberculosis growth inhibition, HTS (AID 449762). actives 0.59% (n = 330,000). one-dose inhibition, % at 25 µM; IC50 in µM for titrated hits. M. tuberculosis H37Rv growth inhibition, 7H9 media; higher % means a stronger effect; in the data active = a potency from the dose series; inconclusive = inhibition above about 70% without an active follow-up result;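 note: bacterial growth assessed after seven days of incubation; strong numbers were not always called active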
VEEV TC-83 Vero: inhibitors of VEEV TC-83 cytopathic effect, confirmation, Vero cells (AID 588727); actives 0.13% (n = 350,000); inhibition, % at 20 µM, or IC50 in µM where a hit was titrated; Vero cells, VEEV TC-83 cytopathic effect inhibition; higher % means a stronger effect; in the data active = a potency from the dose series; inconclusive = inhibition mostly from about 14% at the one dose, without a potency; inactive = the rest, 99 in 100 with inhibition below about 12%; note: strong numbers were not always called active
M. tuberculosis: growth inhibition of non-replicating M. tuberculosis (AID 488890) | Mycobacterium tuberculosis non-replicating, growth inhibition; higher % means a stronger effect | inhibition, % at 25 µM, or IC50 in µM where a hit was titrated | actives 0.39% (n = 320,000); in the data active = a potency from the dose series; inconclusive = inhibition mostly from about 82% at the one dose, without a potency; inactive = the rest, 99 in 100 with inhibition below about 76%;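 note: plate controls were DMSO cells for no effect and high antibiotic wells for full effect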
VEEV TC-83 Vero 10K pilot screen: also measured in VEEV TC-83 Vero; calls as there; inhibition, %; measured here: 10K pilot screen inhibition
* = called active by the depositor; i = inactive; ? = inconclusive; nt = no result given.

A first look (2 entries):
SMILES	Salmonella PhoP GFP	influenza NS1A	H37Rv inhibition	VEEV TC-83 Vero	M. tuberculosis	others
Cc1ccccc1C(=O)Nc1nnc(S(=O)(=O)N(C)Cc2ccco2)s1	6%	-8%	7%	4.2%	12%
Nc1ccc(N2CCCCCC2)cc1	4%	nt	-2%	nt	73%

All compounds of this part (from the top)
SMILES	Salmonella PhoP GFP	influenza NS1A	H37Rv inhibition	VEEV TC-83 Vero	M. tuberculosis	others
Cc1ccccc1C(=O)Nc1nnc(S(=O)(=O)N(C)Cc2ccco2)s1	6%	-8%	7%	4.2%	12%
Nc1ccc(N2CCCCCC2)cc1	4%	nt	-2%	nt	73%
COc1ccc(-c2nnc(-c3ccc(F)cc3)o2)cc1	2%	21%	12%	8.3%	nt
COCCCN(C(=S)Nc1cc(C)cc(C)c1)C(C)c1ccncc1 (stereo not given)	-4%	-5%	3%	i	-4%
CCOC(=O)c1ccccc1NC(=O)CSc1nc2ccccc2o1	0%	19%	?	2.7%	60%
COc1cc(C)c(NC(=O)C(=S)NCc2ccccc2)cc1C	-6%	-4%	0%	0.2%	-11%
COc1ccc(OC)c(CNC(=O)CCCn2ccc3cc(S(=O)(=O)N4CCCC4)ccc32)c1	-7%	11%	0%	2.3%	14%
O=C(N/N=C/c1cccc(O)c1)C(=O)N1CCCCCC1	5%	4%	-10%	i	-8%
CCOC(=O)c1ccccc1NC(=O)Cn1cnc2c(cnn2-c2ccc(F)cc2)c1=O	nt	-1%	nt	3.0%	nt	VEEV TC-83 Vero 10K pilot screen=0.6
C=CCn1c(SCC(=O)NC2CC2)nnc1C1CC1	-3%	-11%	-23%	0.6%	-10%
O=C(Nc1cc(Sc2nc3ccccc3s2)cc([N+](=O)[O-])c1)c1ccccc1	-12%	-6%	22%	1.4%	-9%
NS(=O)(=O)c1ccc(N=Nc2c[nH]c(=O)c(O)c2)cc1	-3%	12%	9%	1.1%	2%
NC(=O)N/N=C/c1ccccc1OC(=O)c1ccccc1Br	3%	0%	8%	1.0%	-21%
Cc1ccc(NC(=O)C2C3C=CC(O3)C2C(=O)O)c(C)c1 (stereo not given)	-2%	-6%	-12%	i	20%
O=C(OCc1c(F)cccc1Cl)c1cnc(Cl)c(Cl)c1	6%	-4%	?	i	?
COc1ccc(C(C[N+](=O)[O-])C2(c3ccc(OC)c(OC)c3)C(=O)c3ccccc3C2=O)cc1 (stereo not given)	46%	14%	?	7.9%	?
CC(C)c1ccc(Nc2nnc(SCC(=O)c3nnc(-c4ccccc4)o3)s2)cc1	5%	1%	1%	1.8%	-4%
CNC(=S)/N=C/NOCc1c(Cl)cccc1Cl	-4%	0%	5.4µM*	1.3%	?
O=C(c1cc(C2CC2)nc2ccc(Br)cc12)N1N=C(C(F)F)CC1(O)C(F)F (stereo not given)	-8%	0%	-12%	i	49%
COc1ccc(-c2cc(C(F)(F)F)c(C#N)c(SCC(=O)Nc3ccccc3C#N)n2)cc1	0%	nt	48%	nt	-3%
O=C(/C=C/c1cccc([N+](=O)[O-])c1)OC1CCCCC1=O (stereo not given)	9%	-8%	3%	0.5%	42%
CCn1cc(C(=O)N2CCc3ccccc32)c(=O)c2cc(S(=O)(=O)N3CCCC3)ccc21	-7%	0%	-4%	2.8%	-7%
Cc1ccc(S(=O)(=O)N(CC(=O)N2CCC(C)CC2)Cc2ccccc2F)cc1	-7%	21%	nt	i	nt
CCNC1CCC(Nc2ccnc3cc(Cl)ccc23)CC1 (stereo not given)	nt	1%	nt	4.3%	nt

As a working copy, four of the compounds above:
SMILES	Salmonella PhoP GFP	influenza NS1A	H37Rv inhibition	VEEV TC-83 Vero	M. tuberculosis	others
O=C(c1cc(C2CC2)nc2ccc(Br)cc12)N1N=C(C(F)F)CC1(O)C(F)F (stereo not given)	-8%	0%	-12%	i	49%
COc1ccc(-c2cc(C(F)(F)F)c(C#N)c(SCC(=O)Nc3ccccc3C#N)n2)cc1	0%	nt	48%	nt	-3%
O=C(/C=C/c1cccc([N+](=O)[O-])c1)OC1CCCCC1=O (stereo not given)	9%	-8%	3%	0.5%	42%
CCn1cc(C(=O)N2CCc3ccccc32)c(=O)c2cc(S(=O)(=O)N3CCCC3)ccc21	-7%	0%	-4%	2.8%	-7%

(next part)
SMILES	Salmonella PhoP GFP	influenza NS1A	H37Rv inhibition	VEEV TC-83 Vero	M. tuberculosis	others
COc1ccc(NC(=O)C(F)(F)F)cc1OC	2%	-3%	-4%	3.2%	-8%
COC(=O)c1cc(C#N)c(Oc2ccccc2OC)nc1C	5%	0%	1%	1.3%	1%
CCOC(=O)Cn1c(=N)n(CCOc2ccc(F)cc2)c2ccccc21	8%	7%	-12%	0.9%	-17%
CCc1ccccc1NC(=O)c1cc(-c2ccc3c(c2)OCO3)on1	6%	5%	5%	2.0%	7%
CC(C)OCCCNC(=O)c1ccccc1NC(=O)C1=CSCCO1	-14%	-2%	-4%	2.1%	0%
Cc1ccc(OCC(=O)NN=C2c3ccccc3-c3ccccc32)cc1	-1%	9%	1%	i	7%
CCC/C(C)=C/c1ccc(CC)cn1	3%	-16%	0%	i	4%
N#C/C(=C/c1ccco1)C(N)=S	6%	-5%	2%	4.1%	-12%
CCCCn1c(N)c(N(CC(C)C)C(=O)CCNC(=O)c2ccc(Br)cc2)c(=O)[nH]c1=O	7%	-14%	-2%	3.1%	0%
CN1CCn2c1nc(N1CCOCC1)nc2=O	6%	-2%	-1%	1.8%	-18%
Cc1cc(C)cc(NS(=O)(=O)c2ccc3c(c2)C(C)(C)C(=O)N3C)c1	-13%	-8%	-7%	0.0%	14%
CCOc1ccc(/C=C2/Sc3ccc(C(=O)N4CCOCC4)cc3N(C)C2=O)cc1OC	7%	0%	7%	3.5%	14%
Cn1cc(CN2CCC(Oc3ccc(C(=O)N4CCCC4)cc3)CC2)cn1	-4%	-1%	2%	0.7%	5%
CC1CCCCC12NC(=O)N(CC(=O)NCc1ccc3c(c1)OCO3)C2=O (stereo not given)	5%	-6%	0%	0.4%	-23%
O=C(COc1ccccc1[N+](=O)[O-])N/N=C/c1ccc[nH]1	5%	4%	1%	i	71%
CC(C)Sc1nc2c(c(=O)n(C)c(=O)n2C)n1C	-1%	-3%	5%	1.4%	3%
CC(C)C(c1nnnn1Cc1ccco1)N1CCN(c2nc3ccccc3s2)CC1 (stereo not given)	4%	-4%	-11%	1.6%	3%
COc1cc(OC)cc(C(=O)NCC(=O)OCC(=O)Nc2ncc(Cl)cc2Cl)c1	-11%	-7%	-2%	i	-5%
CC(C)NC(=O)NC(=O)CSc1ncccn1	-14%	8%	4%	2.2%	2%
Cc1nn(CCCC(=O)Nc2c(F)cc(F)cc2Br)c(C)c1[N+](=O)[O-]	-8%	4%	-9%	i	-5%
O=C(NC1CCc2ccccc21)c1cc(COc2cncc(Cl)c2)on1 (stereo not given)	-6%	9%	32%	6.0%	41%
CCSc1ccc(-c2ccco2)nn1	2%	0%	-9%	1.8%	20%
Cc1ccc(S(=O)(=O)NC2=NCCC2)cc1	1%	7%	-9%	0.6%	4%
CCc1c(C#N)c(SCc2c(C)noc2C)nc2c1C(=O)CC(C)(C)C2	-33%	1%	6%	4.4%	11%
Cc1ccc(N2C(=O)Cc3ccccc3C2=O)cc1	7%	5%	5%	1.4%	0%
COc1cc(N)ccc1NC(=O)c1cc2ccccc2o1	-2%	-3%	-8%	1.4%	30%
Cc1ccc(-c2nnn(CC(=O)N(CC(=O)NC3CCCCC3)c3cnc4ccccc4c3)n2)o1	-6%	1%	-1%	i	-11%
COc1ccc(C)cc1N(C(=O)c1snc(C(N)=O)c1N)C(C(=O)NC1CCCCC1)c1ccc(C)o1 (stereo not given)	nt	-6%	nt	2.7%	nt
O=C(O)C1CC(O)CN1S(=O)(=O)c1cccs1 (stereo not given)	1%	0%	2%	0.5%	-21%
O=C(c1ccco1)c1cn(CC(=O)N2CCCCCC2)c2ccccc12	-5%	3%	0%	0.6%	16%
Fc1ccc(Cn2nnc(-c3ccc(Cl)cc3)n2)cc1	1%	-21%	12%	0.2%	74%
O=c1[nH]c(=O)n(Cc2ccccc2)c(O)c1/C=N/NCCO	5%	nt	-7%	i	5%
COc1cc2c(cc1OC)C(c1ccccc1)N(C(=O)c1ccccc1F)CC2 (stereo not given)	-4%	-3%	6%	2.7%	1%
CCCCn1c(N)c(N(CCC(C)C)C(=O)COC(=O)c2ccc([N+](=O)[O-])s2)c(=O)[nH]c1=O	nt	-10%	3%	2.7%	?
Nc1nnc(CC(=O)N/N=C/c2cccc([N+](=O)[O-])c2)s1	-3%	-12%	0%	i	-4%
Nc1nn(-c2ccccc2)c(N)c1N=Nc1cccc(F)c1	-1%	nt	?	11%	9%
Cc1cc(C)c(S(=O)(=O)c2ccccc2)c(Cl)n1	2%	-11%	1%	0.9%	-5%
Cc1cc(-n2c(C)cc(C(=O)COc3ccc([N+](=O)[O-])cc3)c2C)no1	5%	-10%	1%	0.4%	10%
Cc1ccccc1NC(=S)N1CCN(Cc2ccc3c(c2)OCO3)CC1	-1%	-4%	9%	0.5%	7%
COP(=O)(NC(C)=O)SC (stereo not given)	nt	-10%	nt	1.0%	nt
CCOC(=O)Cn1c(C)cc(COC)c(C#N)c1=O	-9%	12%	-8%	1.0%	-2%
CN1C(=O)C(CC(=O)NCC2CCCCC2)SC1=Nc1ccccc1 (stereo not given)	2%	-8%	2%	i	-4%
Cc1sc(-n2c(C)ccc2C)c(C#N)c1C	-8%	2%	-2%	2.2%	15%
COC(=O)c1cc(OC)c(OC)cc1NC(=O)CCNC(=O)c1ccco1	-16%	4%	-8%	4.6%	-6%
Cc1ccccc1NC(=O)CSc1nnc(Cc2ccccc2)o1	7%	15%	3%	5.3%	58%	VEEV TC-83 Vero 10K pilot screen=1.0
O=C(CCCN1C(=O)c2ccccc2C1=O)Nc1ccccc1	1%	2%	-7%	0.3%	-14%
O=C(C1=COCCO1)N(Cc1nnc(-c2ccccc2Cl)o1)C1CC1	nt	-4%	1%	0.4%	2%
CCC(C(=O)NCc1cccnc1)n1nc(C)c2sc3ccccc3c2c1=O (stereo not given)	5%	5%	3%	i	8%

The closing three entries of the section above lead into the next.
SMILES	Salmonella PhoP GFP	influenza NS1A	H37Rv inhibition	VEEV TC-83 Vero	M. tuberculosis	others
O=C(CCCN1C(=O)c2ccccc2C1=O)Nc1ccccc1	1%	2%	-7%	0.3%	-14%
O=C(C1=COCCO1)N(Cc1nnc(-c2ccccc2Cl)o1)C1CC1	nt	-4%	1%	0.4%	2%
CCC(C(=O)NCc1cccnc1)n1nc(C)c2sc3ccccc3c2c1=O (stereo not given)	5%	5%	3%	i	8%
CCOC(=O)CSC1=Nc2ccccc2C2=NC(CC(=O)NCc3ccc(OC)cc3)C(=O)N12 (stereo not given)	1%	1%	0%	0.7%	8%
CCOC(=O)C(NC(=O)OC(C)C)(Nc1nccs1)C(F)(F)F (stereo not given)	-8%	-6%	2%	i	6%
CC(C)(C)SCCNC(=O)CN1C(=O)c2cccc3cccc1c23	-12%	-28%	6%	1.0%	8%
CC(SC1=NCCS1)C(=O)Nc1nnc(-c2ccc(Cl)cc2)s1 (stereo not given)	-3%	-1%	-8%	9.2%	29%
COc1ccc(C(CNC(=O)CCc2ccsc2)N(C)C)cc1 (stereo not given)	-9%	-1%	-7%	i	-10%
CCc1nnc(NC(=O)CSc2nnc(CNC(=O)c3ccc(OC)c(OC)c3)o2)s1	3%	-1%	-1%	0.2%	-20%
CCNC(=O)CN(C1CCCCC1)S(C)(=O)=O	-8%	-18%	7%	i	-4%
O=C(C1CC1)N1CCN=C1SCc1ccc(Cl)cc1	-5%	1%	?	4.1%	76%
Cc1ccccc1NC(=O)N(C(C)C)C(C)C	-10%	-12%	-17%	2.2%	0%
